Screening data from PubChem.
KKLEB tox: cytotoxicity in KKLEB CF airway cells, primary screen, cytotoxicity control for CF NF-kB inhibitor project, cell-based, uHTS, fluorescence assay plates; KKLEB CF airway cells viability, ATPlite luminescence, overnight; stronger effect = lower value; cells stimulated with P. aeruginosa culture filtrate; activity change (cytotoxicity), % at 5 µM; 360,000 compounds, 0.36% hits; AID 602141, 2011;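 active means corrected activity change at or below -50% at 5 µM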
LRH-1 inv ag: LRH-1 (NR5A2) inverse agonists, primary screen, cell-based, luminescence, HEK293T, StAR-luciferase reporter. Nuclear receptor subfamily 5 group A member 2 (Homo sapiens), O00482. LRH-1 transfected, 24 h. inhibition, % at 3.6 µM. 360,000 compounds, 0.13% hits;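 active means inhibition above the mean inhibition of all tested compounds plus 3 SD, cut at about 73% in these data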;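 further: 0% = DMSO wells and 100% = reporter-only cells lacking LRH-1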
Target sequence (O00482 whole entry, looked up): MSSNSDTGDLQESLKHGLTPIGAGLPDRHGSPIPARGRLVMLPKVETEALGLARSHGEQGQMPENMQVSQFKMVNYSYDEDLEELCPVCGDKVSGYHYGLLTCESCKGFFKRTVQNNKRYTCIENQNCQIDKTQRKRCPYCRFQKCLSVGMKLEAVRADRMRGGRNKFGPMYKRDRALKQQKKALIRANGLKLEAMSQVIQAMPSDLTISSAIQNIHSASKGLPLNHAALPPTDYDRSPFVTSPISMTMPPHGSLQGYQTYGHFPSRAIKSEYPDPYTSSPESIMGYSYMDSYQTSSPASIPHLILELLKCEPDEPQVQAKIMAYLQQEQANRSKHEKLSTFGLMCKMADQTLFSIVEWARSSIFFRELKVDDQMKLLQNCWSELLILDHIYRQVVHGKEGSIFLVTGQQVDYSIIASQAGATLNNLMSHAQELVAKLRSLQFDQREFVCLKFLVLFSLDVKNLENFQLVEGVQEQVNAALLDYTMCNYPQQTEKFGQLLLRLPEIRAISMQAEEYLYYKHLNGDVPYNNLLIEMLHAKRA
COUP-TFII inh: NR2F2 transcriptional activity inhibitors, primary screen, cell-based, luciferase reporter, HEK293T, luminescence | HEK293T NGFI-A luciferase reporter | inhibition, % at 8.6 µM | 370,000 compounds, 0.7% hits | AID 686940, 2013;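 active means inhibition above a per-plate cutoff, mean inhibition of test wells between control levels plus 3 SD, cut at about 38% in these data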;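 further: cells cotransfected with COUP-TFII expression vector driving the NGFI-A reporter; 0% = median of COUP-TF2 test wells and 100% = reporter-only cells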
Target sequence (P24468 whole entry, looked up): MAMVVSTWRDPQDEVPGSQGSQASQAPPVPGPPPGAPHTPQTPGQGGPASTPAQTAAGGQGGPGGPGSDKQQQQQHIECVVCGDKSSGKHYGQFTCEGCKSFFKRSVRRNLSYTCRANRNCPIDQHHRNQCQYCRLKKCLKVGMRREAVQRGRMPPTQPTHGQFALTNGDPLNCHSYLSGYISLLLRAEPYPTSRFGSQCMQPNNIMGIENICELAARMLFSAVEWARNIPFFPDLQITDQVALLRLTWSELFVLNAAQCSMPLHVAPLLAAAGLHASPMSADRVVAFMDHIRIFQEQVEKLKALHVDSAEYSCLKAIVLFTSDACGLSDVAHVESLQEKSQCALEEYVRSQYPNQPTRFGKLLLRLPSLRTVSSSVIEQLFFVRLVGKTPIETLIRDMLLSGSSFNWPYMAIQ
NCOA3 inh: SRC3 coactivator transcriptional activity inhibitors, primary screen, cell-based, luminescence. Nuclear receptor coactivator 3 (Homo sapiens), Q9Y6Q9. HEK293 GAL4-SRC3 luciferase reporter. inhibition, % at 3.6 µM. 360,000 compounds, 0.17% hits;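 active means inhibition above a per-campaign cutoff, the mean of all compounds plus 3 SD, cut at about 60% in these data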;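 further: 0% = DMSO-treated cells and 100% = gossypol-treated cells at 36 µM; higher means less SRC3-driven luciferase light from the GAL4 reporter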
EBV LMP1 NFkB: EBV LMP1-driven NF-kappaB luciferase reporter inhibitors, primary screen, cell-based, luminescence, single point | inhibition, % at 12.5 µM | LMP1-induced NF-kappaB luciferase reporter cells | 350,000 compounds, 0.69% hits; in the data active means inhibition above about 41%;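 further: 0% = neutral control wells and 100% = reference inhibitor control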
C8 TRAIL sens: viability loss with TRAIL in NB7+C8 cells, primary screen, TRAIL sensitizer project, cell-based, ATPlite luminescence; inhibition (viability loss, TRAIL sensitization), % at 10 µM; 360,000 compounds, 1% hits;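 active means compounds causing at least 50% loss of cell viability in the single-dose screen, relative to plate controls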
SRC1 inh: SRC1 coactivator transcriptional activity inhibitors, primary screen, cell-based, luminescence | Nuclear receptor coactivator 1 (Homo sapiens), Q15788 | HEK293 GAL4-SRC1 luciferase reporter | inhibition, % at 3.6 µM | 360,000 compounds, 0.12% hits | AID 588354, 2011;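 active means inhibition above the campaign mean plus 3 SD, with each screening campaign given its own cutoff, cut at about 60% in these data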;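 further: 0% = DMSO treated cells and 100% = gossypol at 36 µM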
SRC2 inh: inhibition of GAL4-SRC2 driven luciferase reporter, primary screen, SRC2 inhibitor project, cell-based, luminescence. Nuclear receptor coactivator 2 (Homo sapiens), Q15596. 370,000 compounds, 0.17% hits. inhibition, % at 9 µM. HEK293 GAL4-SRC2 luciferase reporter;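 active means inhibition above the mean inhibition of all tested compounds plus 3 SD, set per campaign, cut at about 52% in these data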;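 further: 0% = DMSO treated cells and 100% = cells given Gossypol at 36 µM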
TROY NFkB inh: inhibitors of TROY-driven NF-kB signaling, primary screen, Q293 LMP1-TROYcd cells, NF-kB luciferase, uHTS; Q293 LMP1-TROYcd NF-kB luciferase reporter, 4 h; inhibition, % at 10 µM; 360,000 compounds, 0.98% hits; AID 1347056, 2019;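 active means compounds whose plate-normalised and pattern-corrected inhibition of the luciferase reporter signal at the single screening dose is 50% or more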
TWEAK-Fn14 inh: inhibitors of TWEAK-Fn14 signaling, primary screen, luciferase reporter cells, uHTS; 360,000 compounds, 2% hits; TWEAK-stimulated Fn14 reporter cells, luciferase luminescence, 8 h; inhibition, % at 10 µM; in the data active means inhibition above about 50%
CF NFkB inh: inhibitors of PAF-induced NF-kB signaling, primary screen, cell-based, GFP fluorescence, uHTS. KKLEB NF-kB-GFP reporter, GFP fluorescence overnight. 360,000 compounds, 0.86% hits. AID 588850, 2011. inhibition, % at 5 µM;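 active means at least 50% inhibition at 5 µM, scaled per plate between neutral and stimulator controls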;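 further: PAF is a Pseudomonas aeruginosa culture filtrate used as stimulus; plate controls were PAF-stimulated DMSO wells for no effect and unstimulated DMSO wells for full effect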
* hit, by the source's call; nt = no result given. Compounds as they come. About 4.2% of those tested had a hit in this group.

cpd | mol | NCOA3 inh | EBV LMP1 NFkB | KKLEB tox | LRH-1 inv ag | COUP-TFII inh | SRC1 inh
1 | COc1ccc(CN2CCNC(=O)C2CC(=O)N2CCCN(C(C)=O)CC2)c(OC)c1 (configuration not stated) | -12 | 14 | -2 | 3 | 0 | -13
2 | CCOc1cc(N2CCOCC2)c(OCC)cc1NC(=O)COc1ncnc2ccccc12 | -14 | 0 | 3 | 10 | 19 | -62
3 | COc1ccc(C(=O)NC2CCN(CC(=O)NC3CCCCC3)CC2)cc1 | -5 | 4 | -6 | -4 | 1 | -20
4 | O=C(CNC(=O)c1ccccc1)OCC(=O)c1ccc(Cl)s1 | -10 | -2 | 4 | -10 | 0 | 7
5 | O=C(COc1ccc(Cl)cc1Cl)Nc1cccc(-c2ccc(N3CCOCC3)nn2)c1 | -31 | -8 | -43 | 3 | -28 | -45
6 | O=C(Nc1ccc(S(=O)(=O)N2CCCC2)cc1)C1CCN(S(=O)(=O)c2ccc(F)cc2)CC1 | 10 | 4 | 2 | 7 | 10 | -22
7 | COCCNC(=O)C1(C)CCCN(C(=O)c2ccc3c(c2)CCO3)C1 (configuration not stated) | -12 | nt | 0 | 6 | 7 | -3
8 | COc1ccc(N2C(=O)c3ccccc3C(C)(C)C2=O)cc1 | 3 | -7 | -17 | 1 | -1 | 4

cpd | C8 TRAIL sens | SRC2 inh | TWEAK-Fn14 inh | TROY NFkB inh | CF NFkB inh
1 | 6 | -20 | -3 | -4 | -20
2 | 0 | -15 | 12 | 6 | 0
3 | 6 | 8 | 13 | -2 | 20
4 | -16 | -11 | 4 | 0 | -4
5 | 39 | -57 | -31 | -48 | 15
6 | -7 | 30 | 5 | -7 | 29
7 | -21 | 1 | -2 | 9 | 11
8 | 16 | 0 | 7 | 9 | -1

Entries of single compounds, looked up by structure:
Entry for COc1ccc(C(=O)NC2CCN(CC(=O)NC3CCCCC3)CC2)cc1 = NCOA3 inh: -5; EBV LMP1 NFkB: 4; KKLEB tox: -6; LRH-1 inv ag: -4; COUP-TFII inh: 1; SRC1 inh: -20; C8 TRAIL sens: 6; SRC2 inh: 8; TWEAK-Fn14 inh: 13; TROY NFkB inh: -2; CF NFkB inh: 20
Entry for COCCNC(=O)C1(C)CCCN(C(=O)c2ccc3c(c2)CCO3)C1 (configuration not stated) = NCOA3 inh: -12; EBV LMP1 NFkB: nt; KKLEB tox: 0; LRH-1 inv ag: 6; COUP-TFII inh: 7; SRC1 inh: -3; C8 TRAIL sens: -21; SRC2 inh: 1; TWEAK-Fn14 inh: -2; TROY NFkB inh: 9; CF NFkB inh: 11

The list goes on.
cpd | mol | NCOA3 inh | EBV LMP1 NFkB | KKLEB tox | LRH-1 inv ag | COUP-TFII inh | SRC1 inh
9 | C[C@@H]1CC[C@]2(O[C@@H](CCO)C[C@@H](O)[C@@H]2O)O1 | -10 | 6 | 15 | 11 | -11 | -3
10 | Cc1ccc(C)c(NC(=O)CSc2c(C)n[nH]c2C)c1 | 0 | -6 | 8 | 14 | -11 | -36
11 | CC(=O)Nc1cc(-c2ccncc2)cn2c(-c3ccccc3)cnc12 | -5 | nt | 0 | 35 | -5 | 5
12 | C/C=C/c1ccccc1OCc1ccc(C(=O)OC)o1 | -74 | -1 | 6 | -35 | -3 | 1
13 | CCOc1ccc(NC(=O)CN(C)CC(=O)Nc2ccccc2SC)cc1OCC | 4 | -2 | 8 | 2 | 2 | 6
14 | CNC(=O)CSCc1c(Cl)cccc1Cl | 27 | -6 | -2 | -20 | -17 | 7
15 | CC(=O)Nc1ccc(S(=O)(=O)NCCS(=O)(=O)N2CCN(c3ccccc3F)CC2)cc1 | 5 | 10 | 2 | 10 | 16 | 2
16 | COc1cc(C2c3c(n[nH]c3C)C(=O)N2c2ccc(C)cc2)ccc1O (configuration not stated) | -1 | 2 | 7 | 4 | -1 | -66

cpd | C8 TRAIL sens | SRC2 inh | TWEAK-Fn14 inh | TROY NFkB inh | CF NFkB inh
9 | -22 | -24 | 10 | 2 | -11
10 | 1 | 6 | 11 | -5 | -5
11 | 8 | 11 | -14 | -9 | -97
12 | -12 | -23 | -26 | -25 | 2
13 | -1 | -10 | 10 | 7 | -13
14 | -5 | -18 | -3 | -4 | 4
15 | -1 | 2 | -15 | -9 | -17
16 | -4 | -12 | -3 | 3 | 2

A different layout for 2 compounds above:
(7) COCCNC(=O)C1(C)CCCN(C(=O)c2ccc3c(c2)CCO3)C1 (configuration not stated)
(8) COc1ccc(N2C(=O)c3ccccc3C(C)(C)C2=O)cc1
screen / no.	7	8
NCOA3 inh	-12	3
EBV LMP1 NFkB	nt	-7
KKLEB tox	0	-17
LRH-1 inv ag	6	1
COUP-TFII inh	7	-1
SRC1 inh	-3	4
C8 TRAIL sens	-21	16
SRC2 inh	1	0
TWEAK-Fn14 inh	-2	7
TROY NFkB inh	9	9
CF NFkB inh	11	-1

Next part:
cpd | mol | NCOA3 inh | EBV LMP1 NFkB | KKLEB tox | LRH-1 inv ag | COUP-TFII inh | SRC1 inh
17 | COCc1nnc(NC(=O)CCc2ccccc2)s1 | -9 | 1 | 10 | 17 | 8 | -18
18 | CC(=O)c1ccc(NC(=O)C(C)OC(=O)COc2ccc(C#N)cc2)cc1 (configuration not stated) | -4 | 4 | -14 | -8 | -6 | 5
19 | O=C(CCc1ccccc1)NNC(=O)c1ccncc1 | -2 | 0 | 3 | -12 | 1 | -11
20 | CN(C)c1ccc(/C=C(\C#N)C(=O)OCC(=O)N(C)C2CCS(=O)(=O)C2)cc1 (configuration not stated) | -4 | -2 | 7 | -23 | -4 | -9
21 | COc1cc(C2c3sc(=O)[nH]c3SC3C4CCC(C4)C23)ccc1O (configuration not stated) | 22 | -1 | 3 | 0 | 1 | 5
22 | C=CCn1c(COC)nnc1SCC(=O)c1ccc(F)cc1 | 4 | -3 | 0 | -7 | -18 | -12
23 | O=C(COC(=O)c1ccc(S(=O)(=O)N2CCc3ccccc3C2)cc1)NC1CCS(=O)(=O)C1 (configuration not stated) | 11 | 3 | -10 | 8 | 12 | 6
24 | Cc1[nH]n(C(N)=S)c(=O)c1N=Nc1cccc(Cl)c1 | -56 | -16 | 1 | -3 | -3 | -50

cpd | C8 TRAIL sens | SRC2 inh | TWEAK-Fn14 inh | TROY NFkB inh | CF NFkB inh
17 | -12 | -26 | -15 | -2 | 6
18 | 19 | -5 | 9 | 10 | 28
19 | -18 | -18 | 5 | 1 | 4
20 | -4 | 4 | -30 | -47 | -14
21 | -6 | 2 | 16 | -5 | -4
22 | -5 | -12 | 3 | -9 | 2
23 | -3 | -18 | -13 | -3 | -5
24 | -13 | -49 | 7 | -15 | -17

Other records
cpd | mol | NCOA3 inh | EBV LMP1 NFkB | KKLEB tox | LRH-1 inv ag | COUP-TFII inh | SRC1 inh
25 | CCC(C)[C@H](NC(=O)N1CCC(C)CC1)C(=O)O (some centres not stated) | 11 | 0 | -6 | -4 | -16 | -3
26 | O=C(CC(NC(=O)c1ccccc1Cl)c1ccccc1)Nc1ccc2c(c1)OCO2 (configuration not stated) | -10 | 0 | 9 | -3 | -14 | -2
27 | O=C(NCC1CCCO1)C1CCCN1C(=O)NC1CCCCC1 (configuration not stated) | 3 | -6 | -5 | 1 | -12 | 1
28 | Oc1[nH]c2ccccc2c1C=Nc1ccc2c(c1)OCCO2 | -103 | -35 | 0 | -196 | -65 | -154
29 | CCCCNc1nc(=S)[nH]c2cc(OC)c(OC)cc12 | -7 | 1 | 8 | 4 | 1 | -9
30 | O=C(NCC1CCCO1)c1nn2cccnc2c1Cl (configuration not stated) | -30 | 1 | 3 | 1 | -12 | -48
31 | Cc1cc(C)cc(N(CC(=O)Nc2ccc(Br)cc2)S(=O)(=O)c2c(C)[nH]c(=O)[nH]c2=O)c1 | -2 | -17 | 4 | 12 | 7 | 11
32 | O=C(CC1SC(N2CCCCC2)=NC1=O)Nc1ccc(C(=O)O)cc1 (configuration not stated) | -11 | -2 | 10 | 12 | 1 | -10

cpd | C8 TRAIL sens | SRC2 inh | TWEAK-Fn14 inh | TROY NFkB inh | CF NFkB inh
25 | -11 | -2 | -2 | -2 | -9
26 | -2 | -19 | -11 | 6 | -4
27 | -19 | -26 | 5 | -1 | 6
28 | 57* | -74 | 43 | 81* | -18
29 | -4 | -48 | -13 | 5 | -4
30 | 0 | -34 | -10 | -14 | -1
31 | -1 | -4 | 15 | -17 | -11
32 | -12 | 16 | 0 | 2 | -10

Later entries.
cpd | mol | NCOA3 inh | EBV LMP1 NFkB | KKLEB tox | LRH-1 inv ag | COUP-TFII inh | SRC1 inh
33 | O=C(/C=C/c1cccc2ccccc12)c1ccncc1 | 20 | 11 | 4 | 21 | 40* | 4
34 | Cc1c(C)n(Cc2ccccc2)c2ncnc(NCCCN(C)C)c12 | -14 | -10 | -3 | 14 | 5 | 6
35 | CC(Sc1nc2ccccc2[nH]1)C(=O)NC1CCCCC1C (configuration not stated) | 12 | 3 | -17 | 23 | 13 | 3
36 | COc1ccc(OCC(=O)NC(=O)c2ccccc2OC)c([N+](=O)[O-])c1 | -19 | 0 | 5 | -3 | -8 | -14
37 | CC1Cc2ccccc2N1S(=O)(=O)c1cccc(C(=O)N2CCCCC2)c1 (configuration not stated) | -12 | 2 | -10 | -6 | -2 | -1
38 | Nc1nc(SCc2ccccc2Cl)[nH]c(=O)c1-c1ccccc1 | -1 | 6 | 3 | -28 | -20 | -1
39 | O=C(CN1C(=O)c2ccccc2S1(=O)=O)c1cccc(Br)c1 | 11 | 4 | 5 | 12 | 2 | 3
40 | CC(C)Nc1ncnc2c1ncn2[C@H]1CN(Cc2cccs2)C[C@@H](CO)O1 | -6 | nt | 3 | -9 | -4 | 9
41 | CCCNc1ncc2c(=O)[nH][nH]c(=O)c2n1 | -2 | 3 | 13 | -8 | 13 | -9

cpd | C8 TRAIL sens | SRC2 inh | TWEAK-Fn14 inh | TROY NFkB inh | CF NFkB inh
33 | 11 | 28 | 23 | 22 | 2
34 | 16 | 24 | 12 | -12 | 6
35 | -1 | 5 | 15 | -3 | 8
36 | 9 | -42 | -11 | 12 | 7
37 | 3 | -34 | 8 | 1 | -4
38 | -17 | -32 | -24 | -19 | 17
39 | 49 | -16 | 99* | 80* | 4
40 | -3 | -41 | -13 | 12 | -2
41 | 6 | -34 | -1 | -15 | 4
